CHRM4 PAM – human M4 muscarinic receptor positive allosteric modulators, primary screen, CHO-K1 cells, Fluo-8 calcium fluorescence | Muscarinic acetylcholine receptor M4 (Homo sapiens), P08173 | CHO-K1 hM4/Gqi5, ACh EC20; 0% = ACh EC20, 100% = maximal ACh | activation, % at 3 µM | actives 0.4% (n = 360,000);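 active = activation above its plate's cutoff, the mean activation of sample wells plus 3 SD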; also: some results filed as inactive read as strong as hits
Target sequence (P08173 whole entry, looked up): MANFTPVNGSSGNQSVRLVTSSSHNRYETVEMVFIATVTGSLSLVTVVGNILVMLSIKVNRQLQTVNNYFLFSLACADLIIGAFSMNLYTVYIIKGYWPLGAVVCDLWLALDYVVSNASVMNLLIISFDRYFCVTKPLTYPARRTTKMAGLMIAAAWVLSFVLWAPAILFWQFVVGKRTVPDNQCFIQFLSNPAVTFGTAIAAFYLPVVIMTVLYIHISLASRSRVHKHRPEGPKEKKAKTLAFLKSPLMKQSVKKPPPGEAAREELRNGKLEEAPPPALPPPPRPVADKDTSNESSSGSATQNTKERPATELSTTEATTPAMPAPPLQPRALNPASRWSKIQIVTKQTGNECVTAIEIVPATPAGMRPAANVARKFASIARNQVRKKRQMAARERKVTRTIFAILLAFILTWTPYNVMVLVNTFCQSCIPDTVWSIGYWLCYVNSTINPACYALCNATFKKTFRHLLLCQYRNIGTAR
CRFR2-BP antag – antagonists of CRF-BP/CRF-R2 complex, primary screen, cell-based, HEK293, calcium dye fluorescence, uHTS | CRF-induced calcium fluorescence | inhibition, % at 11.8 µM | actives 0.59% (n = 350,000) | AID 588475, 2011;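 active = inhibition of the ligand-induced calcium signal above about 50% at the single tested concentration, limit read from the data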
PHOSPHO1 block – PubChem AID 1565; Phosphoethanolamine/phosphocholine phosphatase (Homo sapiens), Q8TCT1; recombinant PHOSPHO1, absorbance phosphatase assay; inhibition, % at 13.3 µM; actives 1.1% (n = 290,000); in the data active = inhibition above about 60%
Target sequence (Q8TCT1 whole entry, looked up): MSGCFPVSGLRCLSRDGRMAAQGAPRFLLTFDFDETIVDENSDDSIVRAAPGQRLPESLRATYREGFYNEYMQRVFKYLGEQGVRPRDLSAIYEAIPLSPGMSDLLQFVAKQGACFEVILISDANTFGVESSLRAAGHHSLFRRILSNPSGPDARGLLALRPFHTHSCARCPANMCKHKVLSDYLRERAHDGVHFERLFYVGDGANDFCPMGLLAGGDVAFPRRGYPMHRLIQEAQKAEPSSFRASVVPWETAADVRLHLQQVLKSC
MEKK3 PB1 HTS – modulators of MEKK3-MEK5 PB1 binding, primary screen, biochemical, wildtype MEKK3, multiplex bead flow cytometry, Alexa488-MEK5 | Mitogen-activated protein kinase kinase kinase 3 (Homo sapiens), Q99759 | bead-based flow cytometry, Alexa488-MEK5 binding to MEKK3; actives lie on both sides; 0 = blocked by unlabeled MEK5, 100 = vehicle | binding response (% of control), % at 10 µM | actives 1.4% (n = 290,000);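 active = binding response more than 3 SD above or below the average of its plate-row segment, actives on both sides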;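 also: Alexa488 bead fluorescence after subtracting the streptavidin-only scavenger bead signal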
GalR3 antag – GalR3 antagonists in HEK293 cells, primary screen, cell-based, fluorescence readout. Galanin receptor type 3 (Homo sapiens), O60755. HEK293 GalR3-CNG cAMP membrane potential fluorescence; galR3 body fused to GalR1 C-terminus. inhibition, % at 3 µM. actives 0.44% (n = 360,000). AID 651719, 2012;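 active = inhibition above the screen-wide average plus 3 SD, cut at about 13% in these data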;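 also: forskolin and galanin both at EC90 stimulate the cells; cAMP rise reported by CNG channel membrane potential dye signal; 0% = forskolin plus galanin with DMSO and 100% = forskolin alone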
Target sequence (O60755 1-299 limits assumed): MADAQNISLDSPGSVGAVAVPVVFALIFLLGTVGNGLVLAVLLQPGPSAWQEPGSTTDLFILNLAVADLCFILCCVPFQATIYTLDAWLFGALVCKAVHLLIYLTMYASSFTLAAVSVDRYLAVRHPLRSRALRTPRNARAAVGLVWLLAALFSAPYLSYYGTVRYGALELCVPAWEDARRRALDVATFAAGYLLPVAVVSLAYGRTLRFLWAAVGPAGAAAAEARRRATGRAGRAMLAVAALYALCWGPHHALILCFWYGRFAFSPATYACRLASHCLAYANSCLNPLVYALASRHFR
CRFR2-BP ag – agonists of CRF-BP/CRF-R2 complex, primary screen, cell-based, HEK293, calcium dye fluorescence, uHTS; actives 0.46% (n = 350,000); activation, % at 13.2 µM; AID 588473, 2011; calcium dye fluorescence (FLIPR); percent of saturating CRF peptide response; CRF-binding protein / CRF receptor 2 complex (human);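 active = activation of at least 50%, plus an integration ratio under a set limit after plate pattern correction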;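 also: plate controls were neutral control wells without compound for no effect and CRF at EC100 for full effect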
IDE cell activ – human IDE activators in live cells, primary screen, fluorescence polarization, HEK cells, FAbeta-B substrate; Insulin-degrading enzyme (Homo sapiens), P14735; FAbeta-B cleavage; 0% vehicle, 100% cell-free pure enzyme wells; activation, % at 5.96 µM; actives 0.073% (n = 340,000); AID 493087, 2011;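 active = activation above the mean of all tested compounds plus 3 SD, set per screening campaign, cut at about 17% in these data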
IDE cell inh – human IDE inhibitors in live cells, primary screen, fluorescence polarization, HEK cells, FAbetaB substrate | Insulin-degrading enzyme (Homo sapiens), P14735 | FAbetaB cleavage | inhibition, % at 5.59 µM | actives 0.41% (n = 320,000) | AID 434962, 2010;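 active = percent inhibition above the average of all tested compounds plus 3 SD, set per screening campaign, cut at about 16% in these data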;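 also: IDE supplied by intact live HEK cells; FP after avidin binding of uncleaved biotin substrate so inhibition keeps polarization high; 0% = DMSO wells and 100% = 60 µM reference IDE inhibitor Ii1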
pCIP destab – p/CIP-EGFP fusion destabilizers, primary screen, fluorescence, F442A cells | 16 h | actives 0.01% (n = 290,000) | decrease of EGFP signal, % at 10 µM | Q05BA5;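 active = EGFP signal decrease of at least 30% at 10 µM or well 3 SD below plate mean, unless failing retest; inactive = the rest, including hits failing retest or dose response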; also: some compounds called inactive have numbers as strong as hits; many of its hits are not listed in these tables
* hit, by the source's call; x = no result given.

molecule	GalR3 antag	CRFR2-BP ag	pCIP destab	CRFR2-BP antag	MEKK3 PB1 HTS	CHRM4 PAM	IDE cell activ	PHOSPHO1 block	IDE cell inh
CCN(CC)C(=O)Cn1cc(/C=C2\C(=O)NC(=O)N(c3ccccc3F)C2=O)c2ccccc21	-11	46	7	-32	96	-3	-2	x	5
CCc1c(C)nc(N)nc1N1N=C1SCCOc1ccccc1	-2	-1.1	2	-6	97	2	-1	-10	2
C=C1C(=O)O[C@@H]2C[C@@H](C)[C@@H]3C=CC(=O)[C@@]3(C)[C@@H](OC(=O)CC(=O)O[C@H]3[C@@H]4C(=C)C(=O)O[C@@H]4C[C@@H](C)[C@@H]4C=CC(=O)[C@]43C)[C@H]12	-8	4.3	-29	8	94	-2	0	31	5
CN1CCN(Cc2c(F)cccc2Cl)CC1	-10	2.1	3	6	107	0	-3	14	x
Cc1ccc(NC(=O)CSc2nnc([C@@H](N)Cc3c[nH]c4ccccc34)o2)c(C)c1	-6	-0.8	-14	8	104	7	9	38	2
COc1ccccc1-n1c(-c2ccccc2Br)nc2ccccc2c1=O	-14	-0.1	-3	8	105	2	4	33	-4
Cc1cc(C)n2nc(SC(C)C(=O)N3CCC4(CC3)OCCO4)nc2n1 (stereo not given)	-6	0.4	-16	15	106	5	3	1	1
CCOc1ccc(CC2C(=O)NC(=O)N(c3ccc(CC)cc3)C2=O)cc1 (stereo not given)	-4	-0.1	-24	10	102	-7	3	10	0
O=C1CC23c4ccccc4N4C(=O)CC5OCC=C6CN1C2CC6C5C43 (stereo not given)	3	0.6	x	1	x	2	-3	x	x
CC1=C(N2CC2)C(=O)C(CO)=C(N2CC2)C1=O	-5	6.0	x	32	x	9	2	x	x
CCN1C(=O)C(=Cc2ccc(C)s2)C(=O)N(CC)C1=S	-4	2.4	1	-44	93	1	-4	7	-2
O=C(CN1CCOCC1)NCC(=O)Nc1ccc(Br)cc1C(=O)c1ccccc1	-5	-0.8	-10	3	99	-6	-23	6	11
Cc1nn(Cc2ccccc2Cl)c(Cl)c1C(=O)O	2	-2.7	-1	8	100	6	0	28	-1
Cc1ccc(OC(=O)N(C)C[C@@H]2OCc3cnnn3CCCC(=O)N([C@H](C)CO)C[C@@H]2C)cc1	-2	2.1	x	-2	x	10	x	x	x
O=C(Cn1cc(C(=O)c2ccccc2)c2ccccc21)NCc1ccco1	4	-3.4	2	-11	92	2	2	13	3
Cc1nc2ccc(Cl)cc2c(-c2ccccc2)c1C(=O)O	-2	1.6	-3	2	101	-2	2	4	-1
COc1ccc(N=Cc2c(O)n(C)c(=O)[nH]c2=O)cc1	-7	1.2	-3	-1	106	4	5	20	-1
COc1c(C=C2C(=O)NC(=O)NC2=O)c(CCN(C)C(=O)c2ccccc2)cc2c1OCO2	-8	0.5	6	-16	94	4	6	29	6
COC(=O)C(O)(c1ccc(NC(=S)NC(=O)c2ccc(Cl)cc2Cl)cc1)C(F)(F)F (stereo not given)	-1	37	-22	-109	148*	-19	0	-2	-7
C=CC1CN2CCC1CC2C(O)c1ccnc2ccccc12 (stereo not given)	-3	2.7	x	9	x	-4	-1	x	x

Reprinted from the part before: 2 entries, then new ones.
molecule	GalR3 antag	CRFR2-BP ag	pCIP destab	CRFR2-BP antag	MEKK3 PB1 HTS	CHRM4 PAM	IDE cell activ	PHOSPHO1 block	IDE cell inh
COC(=O)C(O)(c1ccc(NC(=S)NC(=O)c2ccc(Cl)cc2Cl)cc1)C(F)(F)F (stereo not given)	-1	37	-22	-109	148*	-19	0	-2	-7
C=CC1CN2CCC1CC2C(O)c1ccnc2ccccc12 (stereo not given)	-3	2.7	x	9	x	-4	-1	x	x
Cc1cc2c(s1)NC(=O)CN=C2c1cccs1	-4	-1.3	-10	11	99	8	0	8	-1
COC(=O)C1=C(c2ccccc2OCc2ccccc2)C[C@@H]2CC[C@H]1N2C(=O)NCc1ccc(Cl)cc1	-7	1.1	x	11	x	1	0	x	-1
O=c1c2ccccc2nc(Cc2ccccc2)n1-c1ccccc1O	-6	0.6	-22	-6	88	-1	5	-6	7
O=[N+]([O-])c1[nH]cnc1Br	-5	1.1	x	11	x	-3	3	x	x
CC(=O)NC1CC2CCC(C1)N2 (stereo not given)	-6	-1.7	1	-7	98	9	3	-7	-1
c1ccc(CNCCc2ccc3c(c2)OCO3)nc1	-1	-0.3	0	8	110	6	1	-11	-1
O=c1[nH]c(=S)[nH]c(O)c1C(c1ccccn1)c1c(O)[nH]c(=S)[nH]c1=O	-1	-0.1	-8	-2	117	-4	0	-127	4
CCCCCn1c(=O)c(C(=O)Nc2cc(C)ccn2)c(O)c2ccccc21	-9	-0.3	8	-1	97	-2	5	-3	-2
O=c1[nH]c(=S)n(Cc2ccc(F)cc2)c(O)c1C=NCc1ccc2c(c1)OCO2	-4	0.5	-4	-23	92	1	2	32	2
COC(=O)C1=C(c2ccccc2)C[C@@H]2CC[C@H]1N2C(=O)NCc1ccc(C(F)(F)F)cc1	-8	1.0	x	-3	99	-10	1	x	-2
N#CSCC(=O)N1c2ccccc2CCc2ccccc21	-4	-1.5	0	-44	101	-6	-3	1	7
c1cnc2c(c1)ccc1ncccc12	-5	-1.3	5	-4	95	1	6	25	1
N=c1sccn1Cc1ccc(Cl)cc1Cl	-14	0.8	7	-4	96	1	0	-3	0
Cc1cc(C=O)c(C)n1C1CCCCC1	-2	0.8	8	16	100	5	0	-3	-1
CCCCCCOC(=O)c1ccccc1N	-6	0.7	-12	-12	105	-2	3	2	5
CCCN(CCC)C1CCc2cccc(O)c2C1 (stereo not given)	x	-0.8	x	26	92	-13	3	x	1
CC12CN3CCN(C1)CC(C)(C3)C2=NN	1	1.2	-2	-2	94	-6	5	12	-2
O=C1CC(=O)N(c2cccc(Cl)c2)C(=O)N1	-9	-1.3	-31	-32	95	8	4	47	0
CS(=O)(=O)CCN1CC2CCCC(C2)C1	-5	-1.2	x	1	x	2	1	x	x
Fc1ccccc1N1CCN(Cc2c(F)cccc2F)CC1	6	-3.1	-2	4	91	2	2	-10	0
COP(=O)(OC)C(NC(=O)/C=C/c1ccccc1)C(Cl)(Cl)Cl (stereo not given)	-3	-2.4	-2	-13	101	-2	6	8	2
O=C(C1CC(=O)N(c2ccc(F)c(Cl)c2)C1)N1CCC2(CC1)OCCO2 (stereo not given)	-9	-1.2	-2	11	99	7	-4	48	-1
Cc1c(Cl)cccc1N1C(=O)NC(=O)/C(=C\c2cc(C)n(-c3cccc(C(=O)O)c3C)c2C)C1=O	-6	7.7	6	-3	103	-5	2	-30	5
O=C1CCN(C(=O)CCCn2c(=O)oc3ccccc32)CC1	3	-0.1	-7	5	105	5	1	36	10
O=Cc1cn(Cc2cccc([N+](=O)[O-])c2)c2ccccc12	-2	-1.0	-8	-19	89	-1	0	10	1
COC(=O)C1=C(c2ccccc2OCc2ccccc2)C[C@@H]2CC[C@H]1N2C(=O)NCc1ccc(C(F)(F)F)cc1	-9	-0.3	x	2	x	-4	6	x	-7
O=C(c1cccnc1)N1Cc2ccccc2-n2nncc2C1	-6	-0.4	x	5	x	6	x	x	x
COc1ccc(C(=O)N2CCOCC2)cc1S(=O)(=O)N1CCC(C)CC1	1	1.6	-12	-8	96	-1	0	3	2
C1=C(c2c[nH]c3ccccc23)CCNC1	-8	x	-19	x	107	x	x	-2	14
CC(O)CNc1ccc([N+](=O)[O-])c2cccnc12 (stereo not given)	7	0.2	-19	3	102	-3	4	5	9
CCOC(=O)C1(CCc2ccccc2)CCN(Cc2cccc3c2OCO3)CC1	-2	2.8	-2	-23	94	-14	15	-24	0
CCC(=NCCN1CCOCC1)c1c(O)n(C2CCCCC2)c(=O)[nH]c1=O	1	-0.2	0	11	108	12	5	16	3
C=CCn1c(O)c(/C(C)=N/N2CCCCCC2)c(=O)[nH]c1=O	-4	-2.2	-2	0	103	7	5	42	-1
CCC(C)C1NC(=O)C(NC(=O)C(CC(C)C)N(C)C(=O)C2CCCN2C(=O)C(C)O)C(C)OC(=O)C(Cc2ccc(OC)cc2)N(C)C(=O)C2CCCN2C(=O)C(CC(C)C)NC(=O)[C@H](C)C(=O)[C@H](C(C)C)OC(=O)CC1O (stereo not given in full)	-5	5.0	x	27	x	4	1	x	x
O=c1[nH]c(O)c(C=Nc2ccccc2Sc2ccccc2)c(=O)[nH]1	3	-0.7	0	-5	96	-19	-1	33	2
NC1C2CN3CCN(C2)CC1(c1ccccc1)C3 (stereo not given)	-3	-0.1	-3	11	97	6	5	21	5
O=C(COc1ccc(Br)cc1)N1CCN(Cc2ccncc2)CC1	2	-0.5	-12	16	104	1	4	16	x
CCOc1ccc([N+](=O)[O-])cc1CNCCc1ccccc1	-10	1.4	1	14	101	-8	-4	13	3
N#Cc1ccc(Cn2cc(C=O)c3ccccc32)cc1	-9	-0.9	-9	-5	111	-2	7	8	-4
CCOC(=O)c1c(-n2c(C)cc(C=C3C(=O)NC(=O)NC3=O)c2C)sc2c1CCCC2	-5	8.6	1	-42	x	-9	3	-129	4

The closing 2 compounds of the section above come first, to join the parts:
molecule	GalR3 antag	CRFR2-BP ag	pCIP destab	CRFR2-BP antag	MEKK3 PB1 HTS	CHRM4 PAM	IDE cell activ	PHOSPHO1 block	IDE cell inh
N#Cc1ccc(Cn2cc(C=O)c3ccccc32)cc1	-9	-0.9	-9	-5	111	-2	7	8	-4
CCOC(=O)c1c(-n2c(C)cc(C=C3C(=O)NC(=O)NC3=O)c2C)sc2c1CCCC2	-5	8.6	1	-42	x	-9	3	-129	4
CCOC(=O)CC1=C(C(=O)OCC)C2(C(=O)N1)C(C(=O)OC)=C(N)Oc1ccccc12 (stereo not given)	-3	-1.0	-9	-5	95	2	5	-25	-6
Cc1ccc(OP(=O)(O)Oc2ccc(C)cc2)cc1	0	-1.3	x	45	100	-4	3	x	4
C[C@@H]1CN([C@@H](C)CO)C(=O)CCCn2nncc2CO[C@@H]1CN(C)C(=O)Oc1ccc2ccccc2c1	-4	-1.1	x	14	x	2	x	x	x
CCCC1(CC(C)C)C(=O)NC(=S)NC1=O	-5	-0.8	x	7	x	0	3	x	x
O=CNc1ccc(OP(=O)(Oc2ccccc2)Oc2ccccc2)cc1	-10	-0.3	2	-3	99	-8	-1	23	4
CC1CCCN(c2ccc(C(=O)N3CCC4(CC3)OCCO4)cc2[N+](=O)[O-])C1 (stereo not given)	5	-2.4	12	-2	99	-2	6	-20	-4
CN(CC(=O)Nc1ccccc1-c1ccccc1)C1CCCCC1	-5	2.0	3	-22	112	-12	1	-7	6
CCS(=O)(=O)NC(C)c1nnc2n1-c1ccc(Br)cc1C(c1ccccc1Cl)=NC2 (stereo not given)	-1	-1.2	x	-8	x	-4	x	x	0
O=C1C=C2C=C[C@H]3C[C@]2(O1)[C@@H]1CCCCN13	-2	-1.8	0	11	90	3	-3	-6	12

Screening data from PubChem BioAssay.

These rows are one share of the data (hit frequency here may not be typical).
